HEK293 tox = qHTS of GLP-1 Receptor Inverse Agonists: Cytotox Screen; HEK293 cAMP-luciferase reporter cells, luminescence, 24 h; Potency, µM (titrated, usually from 38.3 µM), inactives show top-dose activity change, negative = inhibition, most hits filed as inhibitors; hit rate 0.13% among 410,000; AID 624418, 2012;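 further: loss of luciferase light is scored as toxicity; potency means the concentration at half of the fitted maximal effect; on the % scale 0 is the no-effect control and ±100 the full control effect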
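Cells in DMEM/10% Nu serum/1% pen-strep, 1536-well format. Pre-incubated 12 h, dosed with 23 nL compound, incubated a further 24 h. Luciferase detection, 12 min at room temp, luminescence.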
DRD3 agonist = qHTS of D3 Dopamine Receptor Agonist: qHTS; max activation, %; hit rate 0.58% among 410,000; D(3) dopamine receptor (Homo sapiens), P35462; AID 652048, 2013; D3R DiscoveRx beta-arrestin cells, luminescence, 90 min; in the data active means max activation above about 30%; further: 0% is about no effect; mostly tested at two doses, the higher about 12 µM
Target sequence (P35462 whole entry, looked up): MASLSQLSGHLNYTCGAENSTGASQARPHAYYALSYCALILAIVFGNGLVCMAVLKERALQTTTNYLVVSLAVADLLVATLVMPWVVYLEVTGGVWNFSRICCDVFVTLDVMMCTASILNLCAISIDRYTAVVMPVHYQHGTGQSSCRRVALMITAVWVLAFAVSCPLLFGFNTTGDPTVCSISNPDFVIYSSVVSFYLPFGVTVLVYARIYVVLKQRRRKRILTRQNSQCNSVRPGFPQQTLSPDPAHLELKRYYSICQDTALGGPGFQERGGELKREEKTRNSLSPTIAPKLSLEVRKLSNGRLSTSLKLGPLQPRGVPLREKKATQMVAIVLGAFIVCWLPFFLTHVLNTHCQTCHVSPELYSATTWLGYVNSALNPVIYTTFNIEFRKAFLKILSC
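Cells at 1500/well, incubated overnight, then treated with pinned compounds (dopamine as control) for 90 min at 37 degrees C. DiscoveRx reagent added for 30 - 60 minutes at room temperature; luminescence read.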
SW480 rereplic = A quantitative high throughput screen for small molecules that induce DNA re-replication in SW480 colon adenocarcinoma cells. SW480 DNA re-replication, Hoechst DNA content imaging, 48 h. Potency, µM (highest dose often 46.1 µM), for inactives: at the top dose re-replication activation, hits mostly activators. hit rate 1.8% among 340,000; further: potency means the concentration at half of the fitted maximal effect; % of control where 0% means no effect; nearly all actives have a fitted effect of over 55% in size
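Readout is total intensity of Hoechst-stained nuclei, excited at 405 nm and collected at 500-530 nm. Compound treatment lasted 48 hr at 37 C in 5% CO2 before staining.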
MCF10A rerep = A quantitative high throughput screen for small molecules that induce DNA re-replication in MCF 10a normal breast cells | MCF 10A DNA re-replication, Hoechst nuclear intensity, 48 h | hit rate 2.9% among 350,000 | Potency, µM (series often up to 46.1 µM), for inactives: at the highest dose activity, positive = re-replication, hits mostly activators | AID 624296, 2012; further: potency means the concentration at half of the fitted maximal effect; % of control where 0% means no effect; nearly all actives have a fitted effect of over 50% in size
HT1080 IDH1KD tx = qHTS for induction of synthetic lethality in tumor cells producing 2HG: qHTS for the HT-1080-IDH1KD cell line; HT-1080 IDH1 knockdown viability, ATP luminescence, 48 h; Potency, µM (series often up to 46.1 µM), for inactives: top-dose activity, negative = toxicity, actives largely listed as cytotoxic; hit rate 2% among 360,000; AID 686971, 2013;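 further: potency means the concentration at half of the fitted maximal effect; 0% = DMSO wells and -100% = cell-free medium wells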
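Viability of IDH1-knockdown HT-1080 fibrosarcoma cells was assessed by CellTiter-Glo after 48 h at 37 °C with titrated compound; concentration-effect curves were classified by fit quality and response size.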
HT1080-NT tox = qHTS for induction of synthetic lethality in tumor cells producing 2HG: qHTS for the HT-1080-NT fibrosarcoma cell line; HT-1080-NT fibrosarcoma viability, CellTiter-Glo ATP luminescence, 48 h; Potency, µM (highest dose often 46.1 µM), without a hit: top-dose activity, negative = less viability, actives largely listed as cytotoxic; hit rate 1.6% among 360,000; AID 686970, 2013;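 further: NT is the 2HG producing partner of a matched IDH1 knockdown line; potency means the concentration at half of the fitted maximal effect; 0% = DMSO-treated cells and -100% = media-only wells without cells; nearly all actives have a fitted effect of over 55% in size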
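HT-1080-NT fibrosarcoma cells (2HG-overproducing), 750 cells/well in RPMI with 5% FBS, dosed after 2 h and incubated 48 h at 37C. CellTiter-Glo luminescence normalized to DMSO and no-cell wells; concentration-response curves fitted and classed.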
IL-1B inflam inh = qHTS for Inhibitors of Inflammasome Signaling: IL-1-beta AlphaLISA Primary Screen; THP-1 LPS/ATP IL-1B secretion, AlphaLISA, 16 h; hits give low values; activity change, % at 57.5 µM; hit rate 4.7% among 360,000; in the data active means activity change below about -50%; inconclusive means mostly about -30% to -49%; further: on the % scale 0 is the no-effect control and ±100 the full control effect
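Secreted IL-1B measured by AlphaLISA bead assay after 16 h compound exposure of THP-1 cells; compounds (final up to 57.5 uM) added 1 h before LPS (250 ng/mL) and ATP (1.25 mM) stimulation; lower signal means less secretion.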
KB-V1 MDR tox = qHTS assay for MDR1-selective chemotherapeutics: Primary screen using the drug-selected MDR subline cells KB-V1 | KB-V1 MDR cells viability, CellTiter-Glo, 72 h | Potency, µM (series often up to 46.1 µM), for the others: top-dose activity change, negative = cytotoxicity, usual class: cytotoxic | hit rate 3.4% among 400,000 | AID 1347076, 2019; further: potency means the concentration at half of the fitted maximal effect; on the % scale 0 is the no-effect control and ±100 the full control effect; nearly all actives have a fitted effect of over 60% in size
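KB-V1 MDR subline cells in DMEM (phenol-red free, 10% FBS) exposed to compounds in qHTS concentration series for 72 h at 37 degrees C. Viability read by CellTiter-Glo luminescence; concentration-effect curves fitted after normalization and correction.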
KB-3-1 cytotox = qHTS assay for MDR1-selective chemotherapeutics: Primary screen using the parental adenocarcinoma cell KB-3-1 | KB-3-1 viability, CellTiter-Glo ATP luminescence, 72 h | Potency, µM (doses to about 46.1 µM), without a hit: at the highest dose activity change, negative = cytotoxic, actives largely listed as cytotoxic | hit rate 1.4% among 400,000 | AID 1347075, 2019; further: potency means the concentration at half of the fitted maximal effect; on the % scale 0 is the no-effect control and ±100 the full control effect; nearly all actives have a fitted effect of over 60% in size
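Using CellTiter-Glo luminescence, growth of non-resistant KB-3-1 adenocarcinoma cells is assessed 72 h after pin-tool compound addition at 37 °C. Normalized responses across the concentration series yield fitted curves.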
The depositor's hits bear a star; ? = inconclusive; / = no result given; & = joins results of further samples; [ ] = another dose, or the depositor's remark. Unless noted, the call rests on the fitted dose curve; in most records, active means well fitted curve in the direction sought with a large enough effect; inconclusive means small, poorly fitted or top-dose-only effect, or another doubt; inactive means no such curve, though single readings can be large; an effect the other way counts as inactive or inconclusive.

Order of values: IL-1B inflam inh	HT1080-NT tox	MCF10A rerep	HEK293 tox	HT1080 IDH1KD tx	KB-V1 MDR tox	DRD3 agonist	SW480 rereplic	KB-3-1 cytotox
- Cc1ccc(-c2ccc(CN3C(CC(C)C)C(=O)N(Cc4cn(CCC5OCCCO5)nn4)CCS3(=O)=O)cc2)cc1 (stereo not drawn)
 : -7	?	/	11%	?	5%	1	/	0%
- Cc1occc1C(=O)NNC(=S)NCC(C)C
 : -14	1%	-5%	10%	2%	?	3	-1%	-2%
- CCN(CC)c1ccc(CNC(=O)C/C(C)=N/NC(=O)COc2ccc(C)cc2Br)cc1
 : 14	2%	?	6%	4%	2%	-10	0%	4%
- CONC(=O)C1CCN(C(=O)OCc2ccccc2)CC1
 : -8	14%	0%	20%	14%	-9%	-2	0%	-9%
- Cc1cc(-c2cccs2)c2c(N)c(C(=O)c3ccc4c(c3)OCO4)sc2n1
 : -21	6%	15µM*	72%[activator]	8%	6.5µM*	4	1.3µM*	?
- CC(Sc1nc2ncc(Cl)cc2[nH]1)C(=O)c1c(N)n(C)c(=O)n(C)c1=O (stereo not drawn)
 : 10	-4%	-1%	-3%	0%	0%	-4	-13%	10%
- COc1cc(/C=N/NC(=O)COc2ccc(C)cc2)ccc1OC(=O)c1cccs1
 : -24	8%	0%	-19%	5%	7%	-5	-1%	-5%
- CC(C)CC1C(=O)N(Cc2cn(CC3CCCCC3)nn2)CCS(=O)(=O)N1Cc1ccc(-c2ccc(Cl)cc2)cc1 (stereo not drawn)
 : -2	0%	/	5%	-3%	-23%	-8	/	?
- O=C(/C=C/c1ccccc1)NCCSCc1ccccc1Cl
 : -7	7%	-5%	-3%	0%	-21%	-4	5%	5%
- Cc1cccc(C(=O)Nc2c(C(=O)N3CCN(C)CC3)cnn2-c2ccccc2)c1
 : -4	4%	0%	4%	10%	-23%	-5	-3%	1%
- Cn1cccc1Cc1nnc(SCC(=O)Nc2ccc3c(c2)OCO3)n1-c1ccc(F)cc1
 : ?	-14%	-4%	2%	-16%	2%	-6	0%	-2%
- O=C(Nc1ccc(C(=O)N2CCCC2)cc1)c1ccccc1[N+](=O)[O-]
 : 0	-4%	-4%	-2%[0.307 µM]	-2%	-7%	-6	-1%	-2%
- COc1ccccc1CCN=C(N)NS(=O)(=O)c1ccc(C)c(C)c1
 : -19	-2%	4%	6%	-19%	-16%	10	-9%	-7%
- OCC1(O)OC[C@@H](O)[C@H]1O (stereo partly drawn)
 : -4	0%	0%	4%	-3%	65%	5	-1%	10%
- CC(C)NC(=O)N(C)C[C@@H]1OCc2cnnn2CCCC(=O)N([C@H](C)CO)C[C@H]1C
 : -12	5%	/	4%	0%	5%	2	/	-1%
- CCCCOC(=O)CSc1nc2c(cc1C#N)C(=O)CC(C)(C)C2
 : -15	17%	15%	2%	12%	-21%	1	-4%	4%
- CCCCC[C@H](C)N1C[C@H](COCc2ccccc2)Oc2cc(N3CCC[C@@H]3COC)ccc2S1(=O)=O
 : 0	1%	/	-6%	-2%	?	6	/	-12%
- CC1CN(C(=O)Nc2ccc(F)cc2)C2(CCCCCC2)O1 (stereo not drawn)
 : 11	7%	-1%	5%	6%	-1%	-8	-5%	-5%
- COc1ccc(NC(=O)CSc2nc3sc(C)cc3c(=O)n2C)c(OC)c1
 : 37	?	3%	-15%	-13%	8.2µM*	24	-2%	-25%
- COc1ccc(C2=NS(=O)(=O)N(C)C(C(=O)N3CCc4ccccc4C3)=C2)cc1OC
 : 37	-12%	-2%	-16%	0%	?	0	14%	?
- CCCS(=O)(=O)NC(=O)C1(C)CCCN(C(=O)c2cc(-c3cccs3)oc2C)C1 (stereo not drawn)
 : 0	4%	/	2%	14%	1%	5	/	0%
- COc1ccc(N=C2S/C(=C\c3cc(C)n(C)c3C)C(=O)N2CC(C)C)cc1
 : -2	-5%	-2%	-7%	-9%	2.6µM*	-3	-5%	-17%
- O=C(CSc1nc(-c2cccc(F)c2)[nH]c1-c1ccccc1)Nc1ccc2c(c1)OCCO2
 : /	/	/	?	/	?	-7	/	-20%
- CC(NC(=O)c1ccc2c(c1)N(Cc1ccc(Cl)cc1)C(=O)CS2)c1ccccc1 (stereo not drawn)
 : /	/	/	-7%	/	6%	-4	/	1%
- COc1ccc(CNC(=O)C2CCC(CNc3c(N4CCCCC4)c(=O)c3=O)CC2)cc1 (stereo not drawn)
 : 87	18%	1%	0%	16%	22%	-4	-10%	3%
- O=C(NCCN1CCOCC1)c1nn2c(c1Cl)NC(c1ccccc1)CC2C(F)(F)F (stereo not drawn)
 : 13	9%	7%	-18%	7%	-26%	0	-3%	15%
- COc1cc(CC(=O)Nc2ccccc2N2CCOCC2)cc(OC)c1OC
 : -1	17%	-3%	6%	28%	-30%	0	0%	-6%
- Cc1ccc(C)c(N(CC(=O)N2CCCCCC2)S(C)(=O)=O)c1
 : -8	2%	-2%	0%	5%	1%	5	-11%	14%
- O=C1Nc2ccccc2C1C(C[N+](=O)[O-])c1ccccn1 (stereo not drawn)
 : 22	-3%	-2%	-21%	-1%	19%	6	1%	2%
- CCC(=O)Nc1ccc(-c2cc(-c3ccccc3)nc(-c3ccc(NC(=O)CC)cc3)n2)cc1
 : -27	-12%	?	?	-13%	-1%	0	14%	-2%
- O=C(CN1CCOCC1)Nc1ccc2c(c1)OCO2
 : -8	11%	-2%	1%	4%	-1%	4	-3%	-17%
- COc1cc2cc(CN(CCN3CCCC3)C(=O)Nc3ccc(F)cc3)c(=O)[nH]c2cc1OC
 : ?	-2%	7%	-9%	1%	-4%	-13	-8%	25%
- Cc1cccc(CCNC(=O)CCS(=O)(=O)c2cc3c(cc2C)NC(=O)CO3)c1
 : 1	0%	-1%	2%&-2%	10%	14%&8%	-5&4	3%	6%&11%
- COc1ccc(CCN2C(=O)c3ccccc3C2c2nnnn2Cc2ccccc2)cc1OC (stereo not drawn)
 : 15	1%	/	1%	10%	?	13	/	27%
- O=C(N/C(=C/c1cccc(Br)c1)c1nc(=S)[nH][nH]1)c1ccccc1
 : -100*	?	?	-10%	?	-9%	8	2%	?
- CSc1nnc(COc2ccc(C)cc2)n1N
 : 5	6%	9%	1%	2%	-9%	8	-4%	-6%
- CCN(CC)CCCNC(=O)C1c2cc(OC)c(OC)cc2C(=O)N(C)C1c1cccs1 (stereo not drawn)
 : -4	0%	0%	1%	-5%	?	-1	-5%	-11%
- CNc1cc(-c2ccc(OC)c(OC)c2)ncn1
 : 15	-15%	/	1%	?	-10%	1	/	0%
- COc1cc(OC)cc(N2C(=O)CSC23C(=O)Nc2ccccc23)c1 (stereo not drawn)
 : /	/	/	4%	/	-7%	2	/	18%
- CCOC(=O)c1sc(NC(=O)CSc2nccc(C)n2)c(C#N)c1C
 : 14	-1%	-2%	-21%	-18%	4%	-2	2%	-7%
- CC(Cc1cccs1)NC(=O)c1cccc(Cl)c1 (stereo not drawn)
 : -20	4%	2%	6%	4%	-1%	1	16%	15%
- CCn1c(SCC(=O)Nc2ncc(C(F)(F)F)cc2Cl)nnc1-c1cccc(C)c1
 : 8	5%	-14%	-7%	10%	12%	4	-8%	8%
- CCOc1ccc(NC(=O)COC(=O)c2c[nH]c3ccccc23)cc1
 : 21	2%	/	-12%	-1%	-6%	-4	/	-2%
- CCCCNc1cc(NC2CCCCC2)c2c3c(onc13)-c1ccccc1C2=O
 : /	/	/	14%	/	-20%	-21	/	?
- COc1ccc([C@@H]2CC=C(C(=O)O)[C@H](c3ccccc3F)N2S(=O)(=O)c2ccc(C)cc2)cc1OC
 : 0	-1%	?	11%	-1%	11%	-1	0%	16%
- COc1ccc(C(=O)OCC(=O)Nc2cccc(S(=O)(=O)N3CCCCCC3)c2)cc1[N+](=O)[O-]
 : -8	-8%	-5%	-24%	-6%	-19%	-16	-6%	-17%
- CCCCN(CC)CCCNC(=O)c1sc2nc3n(c(=O)c2c1C)CCCCC3
 : /	/	/	0%	/	-6%	-15	/	-15%
- O=C(O)C1Sc2[nH]c(=O)sc2C2c3cc(Cl)ccc3OC(=O)C12 (stereo not drawn)
 : -16	-4%	123%[0.0737 µM]	2%	-6%	18%	-1	-10%	-3%
- Cc1cc2ccccn2c1C(=O)Nc1ccc(Cl)cc1
 : 21	-7%	4%	-16%	-20%	6%	1	-5%	-3%
- OCC[C@H]1C[C@H](O)[C@@H](O)[C@@]2(Cc3ccccc3O2)O1
 : 26	20%	0%	5%	16%	0%	-5	-10%	3%
- O=S(=O)(Nc1ncn[nH]1)c1ccc2ccccc2c1
 : 24	5%	-5%	-1%	7%	1%	1	-2%	2%
- COc1ccc(NC(=O)N2CCCC(c3nc(-c4ccc(F)cc4)no3)C2)cc1 (stereo not drawn)
 : 6	-2%	24%	-2%	-1%	-25%	7	?	-4%
- O=C1c2cc(F)ccc2OC2(CCNCC2)C12CC(c1ccccc1)=NO2 (stereo not drawn)
 : -53*	4%	12%	4%	-2%	-21%	-14	5%	?

An unsorted share of the library. About 11% of those tested had a hit in this group.
